RORgamma inh = qHTS for inhibitors of ROR gamma transcriptional activity | 310,000 compounds, 5.4% hits | Drosophila S2 Gal4-RORgamma UAS-luciferase reporter, 20 h | AID 2551, 2010 | Nuclear receptor ROR-gamma (Mus musculus), P51450 | Potency, µM (highest dose often 53.6 µM), inactives show at the highest dose activity change, negative = inhibition, usual class: inhibitors; further: potency means the concentration at half of the fitted maximal effect; on the % scale 0 is the no-effect control and ±100 the full control effect; nearly all actives have a fitted effect of over 60% in size
Target sequence (P51450 whole entry, looked up, the tested form may be a part): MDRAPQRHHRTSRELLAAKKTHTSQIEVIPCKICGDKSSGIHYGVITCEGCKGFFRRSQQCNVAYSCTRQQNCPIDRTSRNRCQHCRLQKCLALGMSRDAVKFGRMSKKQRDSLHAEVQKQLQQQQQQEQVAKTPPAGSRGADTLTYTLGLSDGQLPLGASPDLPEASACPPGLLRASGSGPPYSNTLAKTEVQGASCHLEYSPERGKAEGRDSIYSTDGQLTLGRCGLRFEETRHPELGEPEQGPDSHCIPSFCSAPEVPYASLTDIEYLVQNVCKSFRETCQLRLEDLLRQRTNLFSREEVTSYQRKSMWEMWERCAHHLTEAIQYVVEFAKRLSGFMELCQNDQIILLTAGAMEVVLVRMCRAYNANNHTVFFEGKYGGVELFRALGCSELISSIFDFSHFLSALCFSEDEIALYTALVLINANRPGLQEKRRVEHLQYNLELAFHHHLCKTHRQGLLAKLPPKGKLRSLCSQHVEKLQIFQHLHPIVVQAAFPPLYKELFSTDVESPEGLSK
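Schneider cells (Drosophila), stable Gal4 DBD–ROR gamma + UAS-luc; 1 hr cmpd preincubation; Cu2+ induction 700 uM final; 20 hr ambient; luminescence.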
Rab9 prom act = qHTS Assay for Rab9 Promoter Activators. 320,000 compounds, 2.8% hits. Huh7 Rab9 promoter-luciferase reporter, luminescence, 24 h. AID 485297, 2010. Potency, µM (titrated, usually from 9.22 µM), without a hit: at the top dose activation, negative = inhibition, usual class: activators; further: potency means the concentration at half of the fitted maximal effect; % of control where 0% means no effect; nearly all actives have a fitted effect of over 60% in size
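Huh7 reporter line, Rab9 promoter upstream of luciferase. Compound exposure 24 h at 37 °C in reduced-serum medium with 10% FBS. Read-out: luminescence.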
ELG1 genotox = qHTS screen for small molecules that induce genotoxicity in human embryonic kidney (HEK293T) cells expressing luciferase-tagged ELG1. HEK293T ELG1-luciferase reporter, luminescence, 16 h. Potency, µM (doses to about 46 µM), for inactives: top-dose activity change, positive = activation, actives largely listed as activators. 330,000 compounds, 1.3% hits; further: potency means the concentration at half of the fitted maximal effect; % of control where 0% means no effect; nearly all actives have a fitted effect of over 60% in size
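Reporter readout depends on ELG1 protein level, which increases with genetic stress. After 16 hr compound exposure at 37 °C, luciferase activity was quantified using ONE-Glo.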
Gal4-VP16 FLuc = VP16 counterscreen qHTS for inhibitors of ROR gamma transcriptional activity | Drosophila S2 Gal4-VP16 UAS-luciferase, luminescence, 20 h | Potency, µM (titrated, usually from 53.6 µM), for the others: top-dose activity, negative = inhibition, actives largely listed as inhibitors | 310,000 compounds, 3.5% hits;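 further: Gal4-VP16 expression switched on by copper sulfate through the metallothionein promoter; potency means the concentration at half of the fitted maximal effect; on the % scale 0 is the no-effect control and ±100 the full control effect; nearly all actives have a fitted effect of over 50% in size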
Giardia killer = Small Molecules that selectively kill Giardia lamblia: qHTS; activity change, % at 7.66 µM, hits read low; 340,000 compounds, 0.15% hits; Giardia lamblia trophozoite viability; in the data active means activity change below about -80%; inconclusive means between about -30% and that limit;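 further: parasites exposed to compound for two days anaerobically before the ATP read; on the % scale 0 is the no-effect control and ±100 the full control effect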
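Trophozoites 100 cells/well + cpd; 48 hrs, 37 deg C, anaerobic. ATPLite 1-Step added, 15-30 min RT, luminescence read (ATP-based viability).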
p53 reactivation = qHTS assay for re-activators of p53 using a Luc reporter. H1299 p53-A138V BP100-luciferase reporter, luminescence, 24 h. Potency, µM (top dose mostly 92.2 µM), for inactives: top-dose activity change, positive = activation, usual class: activators. 320,000 compounds, 0.063% hits; further: potency means the concentration at half of the fitted maximal effect; % of control where 0% means no effect; nearly all actives have a fitted effect of over 45% in size
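p53-null H1299 cells stably carrying temperature-sensitive p53-A138V and a BP100-luciferase reporter were pinned with compounds (4-point, 1:5 series) and held 24 hrs at 37 deg C. Luminescence was read 10 min after detection reagent.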
PKM2 activator = qHTS Assay for Activators of Human Muscle isoform 2 Pyruvate Kinase; Pyruvate kinase PKM (Homo sapiens), P14618; purified PKM2, Kinase-Glo ATP luminescence, activation; response scale: 0% is enzyme alone, no compound; Potency, µM (doses to about 57.5 µM), for inactives: at the top dose activation, hits mostly activators; 260,000 compounds, 0.34% hits; further: potency means the concentration at half of the fitted maximal effect; on the % scale 0 is the no-effect control and ±100 the full control effect; nearly all actives have a fitted effect of over 55% in size
Target sequence (P14618 whole entry, looked up, canonical isoform): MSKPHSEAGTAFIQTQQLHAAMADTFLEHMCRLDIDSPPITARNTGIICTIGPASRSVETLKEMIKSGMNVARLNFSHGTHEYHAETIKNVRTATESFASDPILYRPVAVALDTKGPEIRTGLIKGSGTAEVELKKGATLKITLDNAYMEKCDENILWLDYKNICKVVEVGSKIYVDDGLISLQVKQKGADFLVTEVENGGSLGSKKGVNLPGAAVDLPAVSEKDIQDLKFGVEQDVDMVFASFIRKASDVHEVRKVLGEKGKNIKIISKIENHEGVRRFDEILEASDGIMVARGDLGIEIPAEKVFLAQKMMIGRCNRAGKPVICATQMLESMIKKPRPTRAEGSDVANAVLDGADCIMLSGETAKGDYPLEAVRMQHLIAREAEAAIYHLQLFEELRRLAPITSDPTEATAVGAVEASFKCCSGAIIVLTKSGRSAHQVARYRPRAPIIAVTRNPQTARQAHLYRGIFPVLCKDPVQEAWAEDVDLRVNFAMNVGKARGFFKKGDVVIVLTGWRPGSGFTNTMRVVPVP
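Kinase-Glo luminescence reports ATP generated from ADP (0.1 mM) and PEP (0.5 mM) by purified hPK-M2 after 1 h at room temperature, pH 7.2 imidazole buffer; intermediate enzyme activity allows detecting inhibitors and activators.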
Menin MLL FP TR = qHTS Assay for Inhibitors Targeting the Menin-MLL Interaction in MLL Related Leukemias: Competition With Texas Red Labeled MLL-derived Mutant Peptide. Menin + Texas Red MLL mutant peptide, fluorescence polarization. Potency, µM (highest dose often 61.6 µM), inactives show at the top dose FP activity change, negative = inhibition, actives largely listed as inhibitors. 270,000 compounds, 0.23% hits; active means well fitted inhibition curve with a large enough effect in the polarisation, with a control signal flat, not every such curve was filed as active; inconclusive means small, poorly fitted or top-dose-only effect, or effect the other way, or a change in a side signal; inactive means no such curve, though single readings can be large or run the other way; the % refers to the polarisation; further: potency means the concentration at half of the fitted maximal effect; % of control where 0% means no effect; many of its hits are not listed in these tables
FLuc modulator = qHTS profiling assay for firefly luciferase inhibitor/activator using purifed enzyme and Km concentrations of substrates (counterscreen for miR-21 project); Luciferin 4-monooxygenase (Photinus pyralis), P08659; Potency, µM (series often up to 57.5 µM), for inactives: at the highest dose activity change, negative = inhibition, most hits filed as inhibitors; purified FLuc, Km substrates, luminescence inhibition; 360,000 compounds, 6.9% hits;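 further: potency means the concentration at half of the fitted maximal effect; plate controls were vehicle for no effect and reference inhibitor for full effect; nearly all actives have a fitted effect of over 55% in size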
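Purified P. pyralis luciferase, 10 nM final, with Km-level 10 uM D-luciferin and 10 uM ATP in 50 mM Tris acetate pH 7.5, 10 mM Mg acetate, 0.01% Tween-20, 0.05% BSA; 6-point qHTS titration about 60 µM downward; luminescence read.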
NPC1 promoter act = qHTS Assay for NPC1 Promoter Activators | Huh7 NPC1 promoter luciferase reporter, 24 h | Potency, µM (doses to about 9.22 µM), for the others: at the highest dose activation, usual class: activators | 320,000 compounds, 2.4% hits;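 further: potency means the concentration at half of the fitted maximal effect; % of control where 0% means no effect; nearly all actives have a fitted effect of over 60% in size; reporter is driven by a mutant NPC1 promoter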
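Luminescence from an NPC1 promoter-driven luciferase reporter in stably transfected Huh7 cells was measured after 24 h compound treatment at 37 °C, followed by 10 min ambient incubation with luciferase detection reagent.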
BRCA1 expr act = qHTS Assay to Identify Small Molecule Activators of BRCA1 Expression. 380,000 compounds, 1.1% hits. AID 624202, 2012. Potency, µM (highest dose often 46.1 µM), inactives show at the highest dose activation, most hits filed as activators. MCF7-BRCA1-FFLuc reporter, luminescence, 48 h; response scale: scaled: vehicle 0%, 10 µM genistein 100%; further: potency means the concentration at half of the fitted maximal effect; nearly all actives have a fitted effect of over 80% in size; some results filed as inactive show a strong effect at the top dose
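First, MCF7-BRCA1-FFLuc cells (2000/well) attach for 2 h; next, compounds are pin-added and incubated 48 h at 37 °C; finally, luciferase reagent is added and luminescence read after 15 min.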
Starred values were filed as active, the others as inactive; ? = inconclusive; nt = not tested or not shown; [ ] = remark or other dose. Unless noted, the call rests on the fitted dose curve; in most records, active means well fitted curve in the direction sought with a large enough effect; inconclusive means small, poorly fitted or top-dose-only effect, or another doubt; inactive means no such curve, though single readings can be large; an effect the other way counts as inactive or inconclusive. Only part of the results is shown; the hit share may differ from the screen's.

SMILES | RORgamma inh | Rab9 prom act | ELG1 genotox | Gal4-VP16 FLuc | Giardia killer | p53 reactivation | PKM2 activator | Menin MLL FP TR | FLuc modulator | NPC1 promoter act | BRCA1 expr act
Nc1ccn(CC(=O)N2CCN(c3ccccn3)CC2)c(=O)n1 | nt | -4% | 3% | nt | -3 | 1% | nt | nt | -1% | 15% | 0%
COc1ccc(CCNC(=O)CC2SC(=Nc3cc(C)cc(C)c3)NC2=O)cc1OC (centres undefined) | 1% | -2% | -2% | -16% | 12 | 3% | 4% | -1% | -3% | -2% | -27%
Cc1ccc(C(=O)N2CCCCC2C(=O)O)o1 (centres undefined) | -17% | -2% | 2% | -5% | 11 | 2% | -5% | -15% | 1% | -3% | -12%
CCCc1cc(=O)oc2c(C)c(OCC(=O)NC3CC(C)(C)NC(C)(C)C3)ccc12 | -7% | -6% | -1% | -4% | -14 | 18% | nt | nt | -1% | 1% | 71%
Cc1ccccc1CN(c1ccc(C(=O)Nc2ccccc2C(=O)NCc2ccco2)cc1)S(C)(=O)=O | -13% | -4% | -5% | -12% | -2 | -4% | -11% | 14% | -3% | 2% | -50%
Cc1ccc(N2C(=O)CC(Sc3nc(-c4ccccc4)c4cc(Cl)ccc4n3)C2=O)c(C)c1 (centres undefined) | ? | 7% | -1% | 2% | 2 | 17% | -1% | -6% | -3% | -2% | -3%
CN(C)CC/C=C1\c2ccccc2Sc2ccc(Cl)cc21 | -1%[10 µM] | -5% | -4% | -8% | 25 | -5% | 5% | -1% | 5% | -1% | -21%
O=C(NNc1ccc([N+](=O)[O-])cc1)c1ccccc1F | 12% | 4% | 0% | -4%[10 µM] | -18 | 7% | -2% | 25% | -5% | 2% | 12%
C[C@H](NC(=O)OC(C)(C)C)C(=O)NCC1CCC(C(=O)N[C@@H](Cc2ccccc2)C(=O)O)CC1 (some centres undefined) | 14% | -1% | 10% | -6% | -7 | 11% | nt | 0% | -2% | 0% | 1%
Oc1cc2c(cc1O)CN(C(=S)NCCc1ccc(Cl)cc1)CCC2 | 26% | -29%[46.1 µM] | ? | ? | -12 | 6% | nt | ? | -12% | -27%[46.1 µM] | -15%
CCOC(=O)c1c(C)[nH]c2c1-c1ccccc1C(=O)C2=O | 3.5µM* | -44%[inhibitor] | -15% | 2.8µM* | ? | -19% | 3% | 2% | 3% | -34%[inhibitor] | -76%
COc1cccc(-c2nc(CS(=O)(=O)CC(=O)N3CCc4ccccc4C3)c(C)o2)c1 | ? | -2% | 3% | -4% | 2 | -4% | -2% | 2% | -2% | 0% | -2%
Cc1ccc(NC2CCCN(C(=O)c3c(C)noc3C)C2)cc1C (centres undefined) | 1% | 1% | -1% | 7% | -15 | 7% | -2% | nt | 1% | 0% | 1%
Cc1ccc(CNC(=O)C(Cc2ccccc2)NS(=O)(=O)c2ccc3c(c2)CCC(=O)N3)cc1 (centres undefined) | -17% | 0% | -2% | 4% | -15 | -3% | 1% | 4% | 6% | -2% | 0%
O=C(NCc1ccco1)c1cnn2cccnc12 | -26% | -8% | 1% | 9%[10 µM] | -7 | 0% | -3% | -3% | 1% | -6% | 9%
O=C(c1cccc(Cl)c1)N1CCN(C2CCCCC2)CC1 | 32% | 5% | -2% | 3% | 7 | -8% | 1%[11.5 µM] | -8% | -3% | -2% | -9%
Cc1cccc(C(=O)N[C@H](C(=O)Nc2nc3ccccc3[nH]2)C(C)C)c1 | ? | -19% | ? | ? | 28 | 6% | -1% | -22% | -1% | -17% | -64%
COC(=O)[C@]1(Cc2ccccc2)N[C@H](c2ccc(-c3ccc(Cl)c(Cl)c3)cc2)[C@@H]2C(=O)N(C)C(=O)[C@@H]21 | nt | -7% | -2% | nt | 10 | 14% | nt | nt | -2% | -8% | -34%
CC(C)CNS(=O)(=O)c1ccc(CCC(=O)Nc2cc(Cl)ccc2Oc2ccccc2)cc1 | 37% | -3% | -11% | 0% | 8 | 0% | 15% | 5% | 3% | -2% | 15%
COc1ccc(C2=Nn3c(nnc3-c3ccccn3)SC2)cc1OC | 0% | -9% | 12% | -19% | 2 | -4% | -8% | 0%[11.7 µM] | -4% | 1% | -39%
CCOC(=O)C1CCCN(c2nc(C)nc3c2oc2ccccc23)C1 (centres undefined) | ? | 4% | 1% | ? | 6 | 1% | -1% | -1% | 1% | -3% | -21%
O=C1CCCC2=C1C(c1ccsc1)CC(=O)N2c1nnc(SCc2ccccc2)s1 (centres undefined) | -18% | 1% | 1% | 1% | 12 | -2% | 2% | -2% | 6% | -3% | -1%
COc1ccc(O[C@H]2C=C[C@@H](c3ccccc3)O[C@@H]2COC(=O)CC/C(C)=N/O[C@H](C)c2cn([C@@H]3COC[C@H]3O)nn2)cc1 | ? | 0% | -7% | -3% | nt | -3% | -1% | 1% | 0% | -8% | nt
O=C(CCC1CCCCC1)NCc1ccccn1 | 2% | -4% | 10% | -4% | -7 | 2% | -5% | ? | 3% | -2% | -3%
COc1cc(CN2CCC(C(=O)NC3CCCC3)CC2)cc(OC)c1O | -2%[10 µM] | 0% | -2% | 6% | -12 | 6% | 13% | -5% | -1% | -2% | -1%
CCc1ccccc1NC(=O)C1CCCN1C(=O)Nc1ccc(C)cc1 (centres undefined) | 1% | -2% | 2% | 5% | -21 | 1% | nt | nt | 3% | 3% | 24%
CN1CCN(S(=O)(=O)c2ccc(C3CCCCC3)cc2)CC1 | nt | -6% | -1% | nt | -10 | -3% | nt | nt | -1% | 1% | -16%
Cn1c2c(c(=O)n(C)c1=O)C(NC(=O)c1ccco1)(C(F)(F)F)C(=O)N2 (centres undefined) | -18% | -4% | -4% | -14% | -1 | -2% | 2% | ? | 6% | 2% | -14%
Cc1ccccc1-n1c(C)nc2ccccc21 | 11µM* | -6% | ? | 7%[0.365 µM] | -10 | -3% | 2% | 5% | 3% | 0% | -8%
CC(C)C(NS(=O)(=O)c1cccs1)C(=O)N(C)Cc1ccccc1 (centres undefined) | -2% | -6% | -6% | 7% | 16 | -4% | 8% | nt | 7% | 3% | 5%
O=C(O)c1ccccc1OCc1nc2ccccc2s1 | -7% | 11% | ? | -4% | 3 | ? | nt | -30% | 3.8µM* | ? | 19%
CCN(CC)S(=O)(=O)c1ccc(NC(=O)c2cc(-c3ccccc3)nc3ccccc23)cc1 | 1% | 3% | 0% | 6% | 10 | 4% | 0% | 7% | -2% | -2% | -22%
Cc1cc(C(=O)N/N=C/c2cccn2C)no1 | -43% | -5% | 6% | -2% | -1 | 20% | -9% | -6% | ? | -1% | 31%
COCCN(C(=S)Nc1cccc(C)c1)C(C)c1cccs1 (centres undefined) | 11µM* | -4% | 1% | ? | -11 | -3% | 4% | 4% | -1% | -4% | -23%
CCCCn1c(N)c(N(CCOC)C(=O)CCc2ccc(OC)cc2)c(=O)[nH]c1=O | -5% | -5% | -1% | -11% | -11 | -5% | -13% | -2% | -1% | -2% | -1%
CCCN(CC(=O)Nc1ccccc1OC)C(=O)CCC(=O)c1ccc(Cl)s1 | nt | -3% | -2% | nt | -3 | -12% | nt | nt | -11% | -5% | -3%
COCCCNC(=O)Cn1c(=O)n(Cc2ccccc2Cl)c(=O)c2cc(OC)c(OC)cc21 | -5% | -3% | -1% | -7% | 49[activator] | -3% | -1% | 19% | -2% | -9% | -2%
Cc1cc(Br)ccc1NC(=O)CNC(=O)CSc1ncccn1 | nt | -5% | 1% | nt | 9 | ? | nt | nt | 0% | 1% | -19%
NC(=O)CC1(CC(=O)O)CCCCC1 | -8% | -3% | 0% | 13% | -15 | -1% | -3% | -10% | -1% | -3% | 0%

Record cards, from the list above. Values in the order: RORgamma inh | Rab9 prom act | ELG1 genotox | Gal4-VP16 FLuc | Giardia killer | p53 reactivation | PKM2 activator | Menin MLL FP TR | FLuc modulator | NPC1 promoter act | BRCA1 expr act
Listed for `COCCCNC(=O)Cn1c(=O)n(Cc2ccccc2Cl)c(=O)c2cc(OC)c(OC)cc21` : -5% | -3% | -1% | -7% | 49[activator] | -3% | -1% | 19% | -2% | -9% | -2%
Listed for `CCCCn1c(N)c(N(CCOC)C(=O)CCc2ccc(OC)cc2)c(=O)[nH]c1=O` : -5% | -5% | -1% | -11% | -11 | -5% | -13% | -2% | -1% | -2% | -1%

Bioassay records: PubChem, National Center for Advancing Translational Sciences (NCATS)
